Tb PYK inh: blocks Trypanosoma brucei pyruvate kinase; 0.12% of 410,000 active; Potency, µM (series often up to 76.8 µM), for the others: top-dose activity, negative = inhibition, most hits filed as inhibitors; AID 624173; TbPYK enzyme, Kinase-Glo Plus ATP luminescence, 45 min; Q57TT1; also: potency is read from the fitted curve at half-maximal effect; % is scaled to controls: 0 for no effect and ±100 for the full control effect; nearly all actives have a fitted effect of over 50% in size
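Assay buffer: 50 mM TEA pH 7.2, 100 mM KCl, 10 mM MgCl2, 0.05% BSA, 0.01% Tween-20. Pyruvate kinase from T. brucei plus substrate met compound, then ADP (130 uM final). Luminescence was read post 45 min RT.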
AmpC inh no detg: AmpC beta-lactamase inhibition without detergent; P00811; Potency, µM (top dose mostly 57.1 µM), without a hit: top-dose activity change, negative = inhibition, usual class: inhibitors; AmpC nitrocefin hydrolysis, absorbance 480 nm, 0.0001% Triton; AID 485341; 0.52% of 330,000 active;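 also: potency is read from the fitted curve at half-maximal effect; plate controls were no compound for no effect and no enzyme for full effect; nearly all actives have a fitted effect of over 20% in size; some results filed as inactive show a strong effect at the top dose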
Target sequence (P00811 whole entry, looked up): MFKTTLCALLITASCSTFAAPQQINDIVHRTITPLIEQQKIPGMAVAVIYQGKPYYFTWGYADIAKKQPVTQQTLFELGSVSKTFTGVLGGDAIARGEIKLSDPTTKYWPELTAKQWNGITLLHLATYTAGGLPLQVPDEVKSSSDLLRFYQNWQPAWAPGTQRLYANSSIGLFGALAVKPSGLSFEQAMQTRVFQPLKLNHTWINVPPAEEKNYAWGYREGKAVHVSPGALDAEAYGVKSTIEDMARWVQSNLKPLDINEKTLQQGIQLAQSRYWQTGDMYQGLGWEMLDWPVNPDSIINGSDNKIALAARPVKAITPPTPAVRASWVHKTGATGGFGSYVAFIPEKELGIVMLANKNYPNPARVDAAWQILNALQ
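AmpC (5.3 nM in the dispensed reagent) in 20 mM phosphate pH 7.0 with 0.01% (detergent screen) or 0.0001% Triton X-100 was preincubated with compounds for 15 min at room temperature. Nitrocefin was then added from an 800 uM solution, and hydrolysis was followed at 480 nm.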
LmPK inh: blocks Leishmania mexicana pyruvate kinase activity; Q27686; purified LmPK, Kinase-Glo ATP luminescence, 1 h; Potency, µM (doses to about 57.5 µM), inactives show at the top dose activity change, negative = inhibition, hits mostly inhibitors; 0.37% of 290,000 active; also: potency is read from the fitted curve at half-maximal effect; % is scaled to controls: 0 for no effect and ±100 for the full control effect
Target sequence (Q27686 whole entry, looked up): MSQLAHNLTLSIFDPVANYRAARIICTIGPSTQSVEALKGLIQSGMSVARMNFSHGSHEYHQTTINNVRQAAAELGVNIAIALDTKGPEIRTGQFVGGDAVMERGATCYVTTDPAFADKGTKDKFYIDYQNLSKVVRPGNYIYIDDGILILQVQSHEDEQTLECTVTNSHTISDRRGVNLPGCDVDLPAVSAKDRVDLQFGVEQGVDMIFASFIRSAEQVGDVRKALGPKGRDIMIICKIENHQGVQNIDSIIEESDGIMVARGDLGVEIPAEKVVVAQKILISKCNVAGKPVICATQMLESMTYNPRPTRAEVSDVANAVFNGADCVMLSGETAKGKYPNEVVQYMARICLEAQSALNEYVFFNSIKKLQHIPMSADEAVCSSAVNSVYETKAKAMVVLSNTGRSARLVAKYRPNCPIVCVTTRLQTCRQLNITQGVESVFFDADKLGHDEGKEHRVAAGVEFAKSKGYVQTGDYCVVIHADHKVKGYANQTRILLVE
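Pyruvate kinase activity monitored as ATP production (luciferase luminescence). Conditions: 0.1 nM enzyme, 0.5 mM PEP, 0.1 mM ADP, 1 h, RT; normalized against uninhibited and no-enzyme wells.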
Cycloheximide cs: counter-screen hit for Shiga toxin inhibitors, cycloheximide; cell reporter, cycloheximide protein synthesis inhibition counterscreen; max response, %; 12% of 300,000 active; in the data active = max response mostly above about 13%, no sharp cut-off; inactive = mostly below about 14%; also: read at 38.3 µM for the half of the compounds with a filed dose; 0% is about no effect
Pf growth 48h: inhibits P. falciparum growth in the first generation, 48 h; P. falciparum luciferase growth in erythrocytes, 48 h; Potency, µM (series often up to 28.7 µM), without a hit: top-dose activity change, negative = inhibition, usual class: inhibitors; 5.9% of 310,000 active; also: potency is read from the fitted curve at half-maximal effect; % is scaled to controls: 0 for no effect and ±100 for the full control effect
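Luciferase-expressing P. falciparum in infected erythrocytes (2% hematocrit, 0.1% parasitemia final) in RPMI 1640/0.5% Albumax were exposed to compound for 48 hours at 37 C, 5% CO2; growth read as luminescence.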
Shiga toxin inh: inhibitors of Shiga toxin in Vero cells; Vero cells, Shiga toxin protein synthesis inhibition reporter; inhibition, % at 38.7 µM; 9.2% of 290,000 active; AID 2315; in the data active = inhibition mostly above about 28%, no sharp cut-off; inactive = mostly below about 43%; also: 0% is about no effect
Pf growth 96h: P. falciparum growth inhibition at 96 hour, primary screen for plastid delayed-death inhibitors. P. falciparum luciferase reporter growth, 96 h. Potency, µM (doses to about 28.7 µM), without a hit: at the top dose activity change, negative = inhibition, actives largely listed as inhibitors. 6.9% of 320,000 active. AID 504834; also: potency is read from the fitted curve at half-maximal effect; % is scaled to controls: 0 for no effect and ±100 for the full control effect
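Compounds incubated with erythrocytes infected by luciferase-expressing P. falciparum (2% hematocrit, 0.05% parasitemia final) for 96 hours, 37 C in 5% CO2. Growth inhibition scored as decreased luciferase luminescence.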
Active calls of the source: *; i = inactive; u = inconclusive; x = not tested or not shown; & = joins results of further samples; [ ] = another dose, or the depositor's remark. Unless noted, calls follow the shape of the dose curve; as a rule, active = well fitted curve in the direction sought with a large enough effect; inconclusive = small, poorly fitted or top-dose-only effect, or another doubt; inactive = no such curve, though single readings can be large; an effect the other way counts as inactive or inconclusive.

canonical_smiles	Tb PYK inh	AmpC inh no detg	LmPK inh	Cycloheximide cs	Pf growth 48h	Shiga toxin inh	Pf growth 96h
COc1cc(C(=S)N2CCOCC2)cc(OC)c1OC(=O)c1cc([N+](=O)[O-])cc([N+](=O)[O-])c1	-14%	38%	5%	-2	8%	-9	129%[activator]
O=C(COc1ccc(Cl)cc1)NCc1nnc(SCC(=O)N2CCCCCC2)o1	-4%	28%	-2%	8	-2%	-6	u
Cc1ccc(S(=O)(=O)N2CCN(C(=O)c3ccco3)CC2)c(C)c1	5%	3%	6%	-3	-4%	-4	10µM*
O=C(CN1CCN(c2cccc(Cl)c2)CC1)Nc1nccs1	-1%	-2%	-1%	-2	0%	-15	63%[activator]
CN1CCN(c2nc(-c3cccs3)nc3ccccc23)CC1	-1%	24%	6%	1	-19%	-2	u
O=C(OCC(=O)N1CCN(c2ccccc2)CC1)c1cc(Br)ccc1Cl	-7%	-18%	x	x	u	x	-15%
O=C(OCC(=O)N1CCc2ccccc2C1)c1cccc([N+](=O)[O-])c1	-16%	-13%	-2%	13	5%	-8	9%
C/C(=N\NC(=O)Cc1cccn1C)c1cccs1	-19%	-25%	-1%	-1	12%	10	15%
N#Cc1c(N)oc(-c2cccs2)c1-c1cccs1	-10%	-33%	2%	-1	9.3µM*	-11	13µM*
CSc1nnc(N2C(=O)C(O)=C(C(=O)c3ccco3)C2c2ccc(F)cc2)s1 (stereo not given)	2%	-30%	1%	28*	11%	21	-20%
CC(C)(C)OC(=O)NCCCC[C@H](NC(=O)c1nc[nH]c1C(=O)NCC(=O)OCc1ccccc1)C(=O)OC(C)(C)C	-2%	194%[activator]	-3%	-2	u	-3	0%
CC(NC(=O)CN(C)CC(=O)Nc1ccccc1Br)c1ccccc1 (stereo not given)	-4%	21%	x	x	-5%	x	-23%
CCc1ccnc(NC(=O)NS(=O)(=O)c2ccc(C)cc2)c1	1%	-9%	-2%	16*	41%[activator]	23	84%[activator]
O=C1CC(=O)Nc2cc(S(=O)(=O)N3CCN(c4ccc([N+](=O)[O-])cc4)CC3)ccc2N1	9%	-49%	11%	12	12%	-3	-21%
CCOC(=O)c1cc2sccc2n1CC(=O)Nc1ccc(OC)cc1OC	-9%	21%	1%	1	u	-6	-1%[5.75 µM]
O=C(c1ccc(C(F)(F)F)cc1)N1CCC(=O)N(C(COCc2ccc(C(F)(F)F)cc2)Cc2ccccc2)CC1 (stereo not given)	-9%	159%[activator]	3%	15	u	22	9.3µM*
CCOC(=O)C1(Cc2ccccc2Cl)CCN(C(=O)c2cc(C)on2)CC1	-2%	85%[activator]	0%	28*	-21%	40*	u
O=C(NNC(=O)c1csc(N2CCOCC2)n1)c1ccc(=O)[nH]c1	3%	-7%	x	x	-9%	x	-20%
Cc1cc(NS(=O)(=O)c2ccc(-c3ccccc3)cc2)no1	-1%	-23%	10%	-2	x	-6	u
O=C(NC1=NCCS1)C1CCCCC1	-5%	-21%	1%	10	181%[activator]	13	u
Cc1ccc(C(=O)Nc2cccc(O)c2)cc1S(=O)(=O)N1CCCCCC1	1%&-11%	-35%	-6%	54*	6%	61*	-7%
CC(NC(=O)CCNS(=O)(=O)c1cccc2nonc12)c1ccccc1 (stereo not given)	0%	-13%	-9%	-5	23%	-7	u
COC(=O)c1sccc1NC(=O)c1cccnc1	1%	x	-2%	-1	19%	-14	1%
Cc1cc(C)cc(C(=O)NCC(=O)OCC(=O)Nc2cccnc2Cl)c1	-5%	-25%	-6%	-5	158%[activator]	1	7%
O=C(c1cccs1)N1CCN(c2cccc(Cl)c2)CC1	-2%	-14%	0%	-2	4%	x	94%[activator]
Cc1ccc(S(=O)(=O)N2[C@@H](c3ccccc3F)C(C(=O)O)=CC[C@H]2c2ccc3c(c2)OCO3)cc1	2%	-27%	x	x	u	x	12µM*
COCCNC(=O)C(=O)c1cc(C)n(-c2ccc([N+](=O)[O-])cc2)c1C	1%	1%	0%	-3	u	-17	-17%
O=C(O)[C@@H]1CCCN1C(=O)CCc1c[nH]c2ccccc12	1%	-15%	0%	1	47%[activator]	-6	29%
Cc1c(C(=O)NC2CC(=O)N(c3ccc4c(c3)OCCO4)C2)cccc1[N+](=O)[O-] (stereo not given)	1%	-8%	x	x	6%	x	3%
C=CCn1c(-c2ccc([N+](=O)[O-])cc2)n[nH]c1=S	u	-50%	-17%	-7	2%	-11	2.3µM*

Continued; the last 3 above are carried over.
canonical_smiles	Tb PYK inh	AmpC inh no detg	LmPK inh	Cycloheximide cs	Pf growth 48h	Shiga toxin inh	Pf growth 96h
O=C(O)[C@@H]1CCCN1C(=O)CCc1c[nH]c2ccccc12	1%	-15%	0%	1	47%[activator]	-6	29%
Cc1c(C(=O)NC2CC(=O)N(c3ccc4c(c3)OCCO4)C2)cccc1[N+](=O)[O-] (stereo not given)	1%	-8%	x	x	6%	x	3%
C=CCn1c(-c2ccc([N+](=O)[O-])cc2)n[nH]c1=S	u	-50%	-17%	-7	2%	-11	2.3µM*
COc1ccc(C(=O)NC(NC(=S)Nc2ccc(S(N)(=O)=O)cc2)C(Cl)(Cl)Cl)cc1 (stereo not given)	-18%	8.9µM*	7%	-2	u	-19	u
O=C(Nc1ccc(Br)cc1F)C1CCCO1 (stereo not given)	-1%	-17%	2%	9	9%	19	-6%
C/C(=N\Nc1cccc2cccnc12)c1ccccn1	-11%	-4%	-28%	32	i	30	i
O=C(O)CCNS(=O)(=O)c1cccc2nsnc12	-1%	-8%	x	x	5%	x	69%[activator]
COc1ccc(NC(=O)CN(C)C(=O)Cn2c(=O)oc3ccccc32)cc1	1%	-4%	x	x	5%	x	6%
CC(C)OC(=O)c1ccc(COC(=O)CNC(=O)c2ccco2)cc1	1%	-14%	3%	6	5%	-3	9%
COc1ccc(COc2cc(-c3cccc(OC)c3)nc3ccc(NC(=O)C(C)C)cc23)cc1	-6%	-32%	3%	-3	u	-5	u
CN(C)CCCN(C(=O)COc1ccccc1)c1nc2c(Cl)cccc2s1	2%	-1%	3%	-4	u	-7	50%[activator]
CC(C)(C)c1cc(N2CCOCC2)n2ncc(-c3ccccc3)c2n1	13%	8%	-2%	8	x	12	-20%
Cc1ccccc1NC(=O)c1cccc2nc3ccccc3nc12	1%	-3%	0%	-4	u	-7	u
CCOC(=O)C1CCN(C2=NC(=O)/C(=C/c3ccc(O)cc3)S2)CC1	-15%	-28%	2%	-5	5%[0.00184 µM]	-4	8%
COCc1cc(=O)n2[nH]c(C)c(-c3ccccc3)c2n1	-14%	0%	-2%	1	-9%	8	u
Cc1cccc(C(=O)O/N=C2\CCSc3ccc(C)cc32)c1	2%	-22%	-5%	-3	9%	-7	30%[activator]
CC(=O)Nc1ccc(S(=O)(=O)NC2CC(=O)N(c3ccc4c(c3)OCCO4)C2)cc1 (stereo not given)	8%	3%	x	x	u	x	-25%
O=C(Nc1ccc2oc(-c3cccc4ccccc34)nc2c1)c1ncn[nH]1	6%	-1%	1%	18*	x	27	u
CN(C)c1nn(C(=O)Nc2cccc(C(F)(F)F)c2)cc1-c1ccccc1	0%	-19%	-1%	-2	-18%	3	39%[activator]
Cc1sc(-c2ccncc2)nc1OC(=O)c1cc(Cl)cc(Cl)c1	-4%	-11%	-3%	-2	x	-6	19%
COc1cc(-c2nc(-c3ccc(Br)o3)no2)cc(OC)c1OC	1%	-11%	8%	2	x	-1	3%
Nc1cc(-c2ccc(OC(F)(F)F)cc2)nn1-c1ccc(Cl)c(Cl)c1	0%	-46%	4%	7	-7%	9	-10%
CC(=O)c1ccc(NC(=O)/C(=C\c2ccc(F)cc2)NC(=O)c2ccco2)cc1	5%	-30%	14%	-5	-7%	-6	231%[activator]
COc1ccc(N2C(=O)c3ccccc3NC23CCCC3)cc1	5%	-24%	3%	31*	195%[activator]	44*	191%[activator]
Cc1ccc(S(=O)(=O)N2[C@@H](c3ccc(Cl)cc3)C(C(=O)O)=CC[C@H]2c2ccc(Cl)cc2)cc1	2%	-8%	x	x	-2%	x	u
COc1cccc(OC)c1NC(=O)NC(=O)c1c(OC)c(Br)cc([N+](=O)[O-])c1OC	1%	11%	6%	-1	7%	-11	19%
CCc1nnc(NC(=O)CSc2nccn2-c2cccc(C)c2C)s1	-6%	15%	3%	19	x	1	u
O=C(CSc1nccc(=O)[nH]1)c1ccccc1Br	-11%	-19%	-1%	5	x	18	u
CC1(C)CC(=O)C(C(N)=NC(=O)c2ccc([N+](=O)[O-])cc2)=C(O)C1	3%	-13%	-5%	18*	31%[activator]	62	42%
COc1ccc([N+](=O)[O-])cc1N(CC(O)CN(C)C)S(=O)(=O)c1ccc(C)cc1 (stereo not given)	-1%	19%	2%	-2	-20%	-16	17%
CCC(C)c1ccccc1NC(=O)COC(=O)c1ccc(C)c(NC(=O)c2ccco2)c1 (stereo not given)	13%	4%	1%	1	u	22	x
COc1cccc(C2CC(c3ccc(Cl)cc3)n3nc(N)nc3N2)c1 (stereo not given)	0%	9%	1%	2	x	-1	u
CCc1nnc(NC(=O)CSc2nnc(CSc3nc(C)cc(C)n3)n2C)s1	5%	-18%	2%	-2	9%	-16	u
CCN(CC(=O)NCc1ccc(Cl)cc1)C(=O)Cc1ccc(OC)cc1	0%	27%	10%	-3	-16%	-5	4%
O=C(OCCCCOC(=O)c1ccccc1)c1ccccc1	-2%	-7%	-2%	1	12%	-4	19%
Cn1nccc1C(=O)N1CCOCC1	1%	-16%	-1%	-1	15%	-7	-7%
c1cc2c(cnc3cscc32)s1	1%	-13%	-9%	16*	21%	19	60%[activator]
COc1ccc2oc(C(=O)Nc3ccccc3N3CCOCC3)c(C)c2c1	-2%	-15%	x	x	u	x	4%
O=C(Nc1ccc(F)cc1)c1cc2ccccc2o1	5%	-27%	-3%	46*	186%[activator]	58*	u
O=C(Nc1ccccc1N1CCOCC1)c1csc2c1CCCC2	-11%	-19%	4%	9	u	11	10µM*
CC(C)CN1C(=O)C(=O)N(CC(=O)Nc2cc(Cl)ccc2Oc2ccccc2)C1=O	-3%	-24%	11%	8	u	19	44%[activator]
COc1ccc(-c2noc(CNS(=O)(=O)c3ccc(NC(C)=O)cc3)n2)cc1	1%	-12%	-1%	-3	3%	6	u
COc1ccc(-c2nc3nc(C)c(Cc4ccccc4)c(=O)n3[nH]2)cc1	-1%	-18%	1%	-4	19%	-21	2%
Cc1cccc(NCc2ccccc2)c1	2%	-21%	6%	5	12%	22	-19%
COc1ccccc1N1CCN(/N=C/c2ccc(O)cc2O)CC1	3%	-27%	3%	20*	109%[activator]	x	u

From PubChem BioAssay

This is a random part of the collection, and some 22% of all compounds hit somewhere here.
